# IMPase inh – IMPase inhibition in cells | inhibition (IP1 accumulation), % at 46.1 µM | CHO-M1 cells, IP1 accumulation, HTRF TR-FRET ratio | P97697 | AID 901 | 120,000 tested, under 10 active; active = well fitted curve in the direction sought with a large enough effect in the signal ratio, not every such curve was filed as active; inconclusive = small, poorly fitted or top-dose-only effect, or a change in a side signal; inactive = no such curve, though single readings can be large or run the other way; the % refers to the signal ratio;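 note: cells stimulated with carbachol in lithium chloride buffer; plate controls were DMSO basal wells for no effect and reference inhibitor wells for full effect; higher means more IMPase inhibition seen as more IP1 and lower FRET ratio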
# Target sequence (P97697 whole entry, looked up): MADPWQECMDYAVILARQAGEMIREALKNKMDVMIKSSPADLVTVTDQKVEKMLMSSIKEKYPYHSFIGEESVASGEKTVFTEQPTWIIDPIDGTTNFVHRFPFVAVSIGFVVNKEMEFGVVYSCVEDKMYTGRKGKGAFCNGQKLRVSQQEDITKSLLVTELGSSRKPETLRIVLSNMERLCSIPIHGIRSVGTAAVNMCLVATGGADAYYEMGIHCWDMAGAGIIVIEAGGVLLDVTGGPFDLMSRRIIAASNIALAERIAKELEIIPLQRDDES
#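 In this qHTS, compounds (final up to 46 uM) act on CHO-M1 cells that are then activated through the M1 receptor with carbachol, in pH 7.4 buffer containing 50 mM LiCl, for 30 min. IP1 accumulation is quantified by the IP-One immunoassay.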
# PNC assembly inh – perinucleolar compartment assembly inhibition; PC3M PTB-GFP, PNC prevalence imaging, 16 h; hits give low values; activity change (PNC), negative = inhibition, % at 10 µM; 3.1% of 140,000 active; AID 2417;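 active = readout at or below -70, meaning at least 70% loss of cells showing the perinucleolar compartment, a nuclear body marking cancer cells; inconclusive = readout between -30 and a set limit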;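 note: plate controls were DMSO wells for no effect and camptothecin positive control wells for full effect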
#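 PC3M cells stably expressing PTB-GFP, 750–1000 cells/well, treated 16 h at 37 °C with compound (23 nl of library stock), in duplicate. After paraformaldehyde fixation and Hoechst stain, imaged at 20x; PNC prevalence scored by image analysis.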
# ALOX12 inhib – inhibitors of human 12-lipoxygenase (ALOX12); purified 12-hLO, xylenol orange hydroperoxide absorbance; Potency, µM (highest dose often 57.1 µM), for inactives: at the highest dose activity change, negative = inhibition, actives largely listed as inhibitors; 0.12% of 150,000 active; AID 1452; note: potency is the fitted concentration of half-maximal effect; nearly all actives have a fitted effect of over 55% in size; many of its hits are not listed in these tables
# Target sequence (P18054 whole entry, looked up): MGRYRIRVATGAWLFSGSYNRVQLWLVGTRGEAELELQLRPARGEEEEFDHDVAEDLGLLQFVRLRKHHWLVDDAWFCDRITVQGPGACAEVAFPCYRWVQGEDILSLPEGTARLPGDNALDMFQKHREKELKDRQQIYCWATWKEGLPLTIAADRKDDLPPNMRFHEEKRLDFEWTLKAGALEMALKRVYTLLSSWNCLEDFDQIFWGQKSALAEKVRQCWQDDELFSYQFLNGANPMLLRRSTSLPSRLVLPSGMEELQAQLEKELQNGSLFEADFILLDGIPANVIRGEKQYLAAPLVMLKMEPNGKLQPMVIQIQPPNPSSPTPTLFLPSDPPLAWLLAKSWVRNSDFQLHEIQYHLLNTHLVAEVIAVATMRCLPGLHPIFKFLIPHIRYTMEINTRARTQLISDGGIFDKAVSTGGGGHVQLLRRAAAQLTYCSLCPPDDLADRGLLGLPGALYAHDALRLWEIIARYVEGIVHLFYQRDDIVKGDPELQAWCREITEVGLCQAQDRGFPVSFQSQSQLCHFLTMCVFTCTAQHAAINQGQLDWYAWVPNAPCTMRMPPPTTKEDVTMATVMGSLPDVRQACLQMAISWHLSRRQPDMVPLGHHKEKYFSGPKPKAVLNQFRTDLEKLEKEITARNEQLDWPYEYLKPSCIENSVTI
#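 Purified human 12hLO (150 nM final) was preincubated with compounds for 15 min at room temperature in 25 mM Hepes pH 7.0, 0.01% Triton X-100, then reacted with 40 uM arachidonic acid for 30 min. Hydroperoxide was detected with ferrous iron/xylenol orange.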
# 15-hLO-2 inh – blocks human 15-lipoxygenase 2 activity; Potency, µM (titrated, usually from 57.1 µM), without a hit: at the top dose activity change, negative = inhibition, hits mostly inhibitors; purified 15hLO-2, xylenol orange hydroperoxide absorbance; O15296; AID 881; 0.56% of 110,000 active; note: potency is the fitted concentration of half-maximal effect; nearly all actives have a fitted effect of over 60% in size; many of its hits are not listed in these tables
#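 Enzyme 50 nM, AA 45 uM, 25 mM Hepes pH 7.5 + 0.01% Triton X-100; cpd preinc 15 min RT, rxn 90 min RT; stop/detect with 200 uM XO + 300 uM Fe(II) in 50 mM H2SO4, 30 min; A573/A405.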
# Numbers without * were called inactive; ? = inconclusive; . = no result given; [ ] = another dose, or the depositor's remark. Unless noted, calls come from the whole dose curve; as a rule, active = well fitted curve in the direction sought with a large enough effect; inconclusive = small, poorly fitted or top-dose-only effect, or another doubt; inactive = no such curve, though single readings can be large; an effect the other way counts as inactive or inconclusive. Unless noted, % is set by controls: 0 for no effect and ±100 for the full control effect. Only part of the results is shown; count on the stated rates, not on these rows.
compound	15-hLO-2 inh	ALOX12 inhib	IMPase inh	PNC assembly inh
CCN1CCN(Cc2c(OC)ccc3ccccc23)CC1	3.1%[2.29 µM]	15.2%	13.5	40.2
CC1C(c2ccccc2)N(C)CCC12NC(=O)NC2=O (stereo not given)	-3.7%	-5.6%	-1.5	27.4
CC(=O)/C(N)=N/Nc1cccc(Cl)c1	.	-14.6%	.	31.8
COc1ccc2[nH]cc(CCNc3ncnc4ccc(-c5ccc(C(=O)N(C)C)cc5)cc34)c2c1	50.4%[activator]	-2.3%	.	.
COCCN(CC(=O)NCC1CCCO1)C(=O)CCC(=O)Nc1cc(C)ccn1 (stereo not given)	.	-0.2%	-0.9	?
CCOc1cccc(Oc2ccc(C(F)(F)F)cn2)c1	3.2%	0.1%	?	2.4
Cc1cc(C(F)F)n2nc(C(=O)Nc3cccc(C(F)(F)F)c3)nc2n1	-4.4%	2.4%	5.5	36.4
CN(C)c1ccc(Cc2ccc(N(C)C)cc2)cc1	-8.9%	5.0%	.	.
CCOC(=O)C(CSCC(=O)c1ccc(Br)cc1)NC(=O)OC(C)(C)C (stereo not given)	-16.4%	0.4%	13.6	4.3
CCOc1ccccc1OCc1nn2c(-c3ccc(C)cc3)nnc2s1	20.0%	-2.9%	4.0	26.1
CCOC(=O)N1CCN(CC(=O)Nc2ccc(Oc3ccccc3)cc2)CC1	-10.3%	3.2%	5.0	-15.3
CNc1cc(C(F)(F)F)nc(-c2ccccn2)n1	23.8%	-1.0%	-2.6	-14.4
C=CCN(CC(=O)Nc1c(C)cccc1CC)C(=O)SCCC	0.3%	-2.1%	10.5	?
CC(=O)NS(=O)(=O)c1ccccc1	-3.3%	-0.1%	-3.1	30.1
COc1cccc(-n2nnnc2SCC(=O)Nc2ccc(C(C)=O)cc2)c1	.	4.0%	?	55.3
CCc1c(C)[nH]c2ccccc2c1=O	-0.3%	1.9%	3.3	-15.5
O=C(CCCNC(=O)/C(=C/c1ccc(Br)cc1)NC(=O)c1ccccc1)OCc1ccccc1	.	-1.7%	2.9	-11.0
Cc1cccc(NC(=O)C2CC(=O)OC23CCCCC3)c1 (stereo not given)	1.7%	0.7%	3.1	7.1
Cc1ccc(NC(=O)COC(=O)Cc2ccsc2)cc1S(=O)(=O)N1CCOCC1	.	0.2%	.	0.5
CCOC(=O)N1CCN(C(=O)CSc2nnc(C3COc4ccccc4O3)o2)CC1 (stereo not given)	-2.6%	-1.6%	11.7	16.0
O=[n+]1c2c(n([O-])c3cc(F)c(N4CCCC4)cc31)CCCC2	-2.8%	-11.0%	-5.0	?
Cc1cccc(/C=C2/C(=O)/C(=C/c3ccccc3C)C3CCC2N3C)c1 (stereo not given)	8.6%	6.1%	-2.5	73.8
CCOc1ccc(CC2CCC(=O)NC2=O)cc1 (stereo not given)	.	-4.3%	-5.5	29.6
Cc1oc(C(=O)O)cc1CSCc1ccoc1C(=O)O	5.1%	-2.0%	5.0	36.4
COc1cccc(-n2ccnc2SCC(=O)N2CCCc3ccccc32)c1	.	-0.8%	0.7	-8.5
Cc1ccc(C(=O)OCC(=O)Nc2ncc(C(F)(F)F)cc2Cl)cc1NC(=O)c1ccco1	-4.3%	-4.4%	3.9	16.9
Cc1sc2ncnc(Oc3ccc(-n4ccnc4)cc3)c2c1C	29.2%	-2.6%	-3.7	-4.1
COC(=O)COc1ccc(S(=O)(=O)NCc2cccnc2)cc1	-4.8%	-3.0%	7.1	?
COc1ccccc1C(=O)NC(=Nc1nc2ccccc2o1)NC(=O)c1ccccc1OC	-21.3%	2.5%	4.8	-82.5*
CCOC(=O)C1=C(CSc2nccn2C)NC(=O)NC1c1cc(C)ccc1C (stereo not given)	2.9%	1.6%	14.4	-10.7
CN(C)S(=O)(=O)c1ccc2[nH]cc(/C=C/c3nc4ccccc4c(=O)n3-c3ccccc3)c2c1	-9.7%	0.7%	-2.9	-80.1*
Cc1ccc2c(c1)NC(=O)C(CC(=O)NCCN(CC(C)C)CC(C)C)O2 (stereo not given)	-2.5%	-1.1%	20.6	-5.7
COc1ccc(C(CC(=O)NCc2ccccc2)Sc2n[nH]c(-c3ccc(Cl)cc3)n2)cc1 (stereo not given)	.	-4.6%	.	35.1
Cc1cc(NCCO)nc(N2CCOCC2)n1	5.6%	-2.0%	-5.1	8.2
O=c1c2cc(F)ccc2[nH]c(=S)n1CCCN1CCOCC1	-10.8%	-3.0%	-0.8	?
Cc1cc2c(c(=O)n1Cc1cccnc1)C(c1ccc(F)cc1)C(C#N)=C(N)O2 (stereo not given)	-3.1%	-3.3%	-10.3	18.1
OCCN1CCOCCN(CCO)CCN(CCO)CC1	37.9%[activator]	-5.3%	3.8	20.1
COC(=O)Cn1c(=NC(=O)c2nc3ccccc3s2)sc2cc(S(C)(=O)=O)ccc21	.	-0.1%	.	6.1
Cc1cc(C)n(-c2c(F)c(F)c(CN3CCCCC3)c(F)c2F)n1	8.1%[2.29 µM]	-2.2%	6.5	22.1
OCCN1CCN(C(=S)c2ccc(Cl)cc2)CC1	11.2%	-1.8%	-8.7	?
CCC(=O)N1CCCc2cc(S(=O)(=O)N3CCN(c4ccccn4)CC3)ccc21	-0.1%	3.3%	13.7	-8.1
Cc1ccc(-n2c(-c3ccco3)nc3nc4ccccc4nc32)cc1F	-9.0%	2.8%	0.5	44.3
CS(=O)(=O)c1ccc2nc(NC(=O)CN3CCCCCC3)sc2c1	-16.5%	-5.2%	-5.6	11.0
COC(=O)c1cc(Br)c(=O)n(-c2cc(C)on2)c1	-1.2%	-1.9%	?	-23.8
O=C(/C=C/c1ccc(Cl)cc1Cl)N1CCN(c2ccc([N+](=O)[O-])c(N3CCOCC3)c2)CC1	.	0.5%	.	-9.3
COC(=O)c1c(NC(=O)c2c(C)noc2C)sc2c1CCCCCC2	2.9%	-3.3%	9.0	62.7
CCOc1ccc(C2C3=C(CCCC3=O)Nc3nc(C(F)(F)F)nn32)cc1OC (stereo not given)	5.4%	2.1%	3.7	37.2
Brc1ccc(C2=N[C@@H](Cc3ccccc3)CO2)cc1	35.6%[activator][0.0915 µM]	-3.6%[0.00818 µM]	.	.
COc1ccc(C(=O)OCC(=O)Nc2cc(C)c(C)cc2[N+](=O)[O-])cc1	.	0.3%	.	-5.4
Cc1ccc(Cl)cc1N1CCN(Cc2nc3c(c(=O)[nH]c(=O)n3C)n2CCc2ccccc2)CC1	.	2.6%	4.4	27.7

# Further compounds
compound	15-hLO-2 inh	ALOX12 inhib	IMPase inh	PNC assembly inh
COc1ccc(-c2[nH]ncc2/C=N/NC(=O)c2cc(Br)ccc2O)c(OC)c1	.	-4.4%	.	?
COc1ccc(C(C(=O)Nc2ccc(F)cc2)N(C(=O)Cn2nnc3ccccc32)C2CC2)cc1 (stereo not given)	3.7%	2.1%	-0.4	?
OCCCN=C1CCCCC1	-4.8%[11.4 µM]	-3.9%[11.4 µM]	.	.
CC(C)C(c1nnnn1C1CCCCC1)N1CCc2ccccc21 (stereo not given)	0.2%	-0.1%	1.0	?
O=C(CC1COc2ccccc2O1)NCc1ccccc1 (stereo not given)	.	-3.2%	.	-0.4
O=C(Nc1ccc(NC(=O)C2CC2)nc1)c1ccccn1	-2.7%	-0.2%	1.0	?
C=C(C)C1CC[C@]2(CO)CC[C@@]3(C)[C@H](CCC4[C@@]5(C)CCC(O)C(C)(C)C5CC[C@@]43C)C12 (stereo not given in full)	3.3%	2.7%	.	.
COC(=O)c1sccc1NC(=O)CN1CCN(c2ccc(F)cc2)CC1	9.0%	-11.4%	4.2	?
CCCOc1ccccc1-n1sc2c(c1=S)-c1cc(OC)cc3c1N(C(=O)C3=O)C2(C)C	?	-14.6%	-3.3	14.4
CCOc1cccc(N2C(=O)CC(N(CCc3ccc(OC)c(OC)c3)C(=O)CC)C2=O)c1 (stereo not given)	8.4%	2.2%	-0.4	?
CC1CC(C)(C)N(C(=O)NC2CCCCC2)c2ccccc21 (stereo not given)	.	-0.4%	3.3	19.1
Cn1ncc(Cl)c1C(=O)Nc1sc2c(c1C(N)=O)CCC2	.	-1.0%	-8.0	10.6
CSc1ccccc1NC(=O)c1ccccc1N(Cc1ccccc1)S(C)(=O)=O	-1.5%	-8.0%	1.4	?
Cc1cc(C)nc(NS(=O)(=O)c2cccs2)c1	.	-4.1%	.	16.9
Cc1cc2ccccc2n1CCNC(=O)C(C)Oc1ccccc1 (stereo not given)	-6.6%	-13.7%	-20.3	-108.4*
Cc1cc(=O)oc2ccc(OC(=O)CN3C(=O)c4cccc([N+](=O)[O-])c4C3=O)cc12	.	-1.0%	.	-6.2
CCCCOCCCNC(=O)c1ccccc1OCC	-4.8%	-2.0%	6.7	33.4
Cc1nc(NC(=O)CN(C)S(=O)(=O)c2ccc(Br)cc2)sc1C	9.2%	-17.2%	-3.0	-5.8
O=c1oc2ccccc2c(Nc2ccc3ncccc3c2)c1[N+](=O)[O-]	.	-1.8%	.	?
CC(CC1C(C#N)=C(N)SC(N)=C1C#N)c1ccccc1 (stereo not given)	20µM*	-7.1%	2.6	16.5
O=C(COc1ccccc1)NC1=NCCS1	3.2%	-2.6%	0.1	?
COC(=O)C1=C(NC(=O)c2ccc(C)c(C)c2)CCS1	1.6%	-5.5%	-9.1	?
O=C(Cc1cccs1)N1CCCC(c2nc(-c3ccc(S(=O)(=O)N4CCCC4)cc3)no2)C1 (stereo not given)	-7.2%	-2.9%	4.1	-1.9
CN1C(C(=O)Nc2ccccn2)=C(O)c2sccc2S1(=O)=O	-2.6%	-2.0%	0.1[20.6 µM]	95.5
CCOc1ccc(N(CC(=O)NCCCOC)S(C)(=O)=O)cc1	-9.8%	-5.3%	-0.4	?

# Reformatted: entries from further up
15-hLO-2 inh	ALOX12 inhib	IMPase inh	PNC assembly inh	structure
8.4%	2.2%	-0.4	?	CCOc1cccc(N2C(=O)CC(N(CCc3ccc(OC)c(OC)c3)C(=O)CC)C2=O)c1 (stereo not given)
.	-0.4%	3.3	19.1	CC1CC(C)(C)N(C(=O)NC2CCCCC2)c2ccccc21 (stereo not given)
.	-1.0%	-8.0	10.6	Cn1ncc(Cl)c1C(=O)Nc1sc2c(c1C(N)=O)CCC2

# Continuation:
compound	15-hLO-2 inh	ALOX12 inhib	IMPase inh	PNC assembly inh
O=C1OCCC1Sc1nnc(-c2ccc3c(c2)OCO3)n1-c1ccccc1 (stereo not given)	4.7%	-8.1%	6.3	12.9
Cn1c(=O)[nH]c(=O)c2c1nc(CN1CCN(c3ccc(F)cc3)CC1)n2CCCc1ccccc1	.	8.1%	-5.0	130.6
CCOc1ccccc1N=C1NC(=O)CS1	1.1%	-5.4%	4.0	31.7
COCCNC(=O)c1ccc(N(C)S(=O)(=O)c2ccc(OC)c(OC)c2)cc1	.	-1.4%	-7.8	161.8
CCNC(=O)Nc1cc2nc(C)n(Cc3ccc(Br)cc3)c2nc1C	24.6%	-6.7%	4.9	15.2
CC1CCCCN1Cc1ccc(N)cc1 (stereo not given)	.	-3.4%	.	-0.6
Cc1c(NC(=S)NC(=O)COc2ccccc2)c(=O)n(-c2ccccc2)n1C	.	0.2%	.	?
COC(=O)CCC(=O)Nc1ccc(S(=O)(=O)N2CCCCCC2)cc1	-1.1%	5.6%	0.6	?
Cc1cc(C)c2[nH]c(=O)c(C(c3nnnn3CC3CCCO3)N3CCC(C)CC3)cc2c1 (stereo not given)	-0.9%	-7.2%	0.9	?
O=C(O)c1c(Cl)cccc1Cl	-7.8%	3.2%	.	.
CCOC(=O)C1CCN(Cc2c(F)cccc2Cl)CC1	-9.2%	-11.2%	12.5	?

# Screening results from PubChem.
